# From PubChem
# MRP reversal – reversal of MRP1-mediated doxorubicin resistance, primary screen, H69AR cells, doxorubicin co-treatment. H69AR cells + 2 uM doxorubicin, CellTiter-Glo, 72 h. differential viability (reversal), % at 10 µM. hit rate 0.04% among 85,000. AID 602, 2007;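 active means viability drop by adding the cancer drug above about 55%, with treated viability meeting a 40% cutoff, limit read from the data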;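 further: viability without doxorubicin minus viability with 2 µM doxorubicin for each compound; larger differential means the compound sensitizes cells more to doxorubicin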
# PLAP inhibitors HTS – PLAP enzyme inhibitors, biochemical, luminescence, HTS (AID 690) | Alkaline phosphatase, placental type (Homo sapiens) | hit rate 0.08% among 96,000 | one-dose inhibition, % at 20 µM; IC50 in µM for titrated hits | purified PLAP, luminescent substrate; higher % means a stronger effect; in the data active means a potency from the dose series; inactive means the rest, 99 in 100 with inhibition below about 30%; further: strong numbers were not always called active
# NFkB transloc inh – inhibitors of IL-1B driven NFkB p65 nuclear import, primary screen, imaging, HUVEC, IL-1B stimulus, high-content imaging; HUVEC IL-1B NFkB p65 nuclear translocation imaging; inhibition, % at 2 µM; hit rate 0.43% among 94,000; AID 796, 2007;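 active means inhibition above about 30% together with a positive call from visual inspection of the well image, limit read from the data; inconclusive means inhibition above a set limit but visual check negative; inactive means inhibition not above a set limit, visual check negative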;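 further: nuclear over cytoplasmic p65 intensity ratio measured by imaging; 0% = IL-1B stimulated DMSO wells and 100% = unstimulated DMSO wells; values of inactives mirror those of a sister screen read the other way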
# NFkB transloc pot – enhancers of NFkB p65 translocation in HUVEC – imaging, IL-1B stimulus, high-content imaging, primary screen; AID 819, 2007; activation, % at 2 µM; HUVEC IL-1B NFkB p65 nuclear translocation imaging; hit rate 0.3% among 94,000;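 active means activation above 40%, about the mean plus 3 SD, also judged a hit on visual image review; inconclusive means activation above 40% but not a hit on visual review; inactive means activation not above 40% and no visual hit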;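 further: percent activation is computed from the nuclear over cytoplasmic p65 intensity ratio; values of inactives mirror those of a sister screen read the other way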
# Bcl-B TR3 displacers – displacers of TR3 peptide from Bcl-B, primary screen, selectivity assay for Bfl-1 inhibitor project, biochemical, fluorescence polarization; hit rate 0.11% among 96,000; displacement, % at 20 µM; hits with a dose series show IC50 in µM; AID 748, 2007; Bcl-2-like protein 10 (Homo sapiens); FP displacement of FITC-TR3 peptide from Bcl-B; higher % means a stronger effect;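 active means displacement above 50% at 20 µM plus a fluorescence interference ratio under 1.5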;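 further: plate controls were wells without compound for no effect and wells lacking Bcl-B protein for full effect; a part of the inactive calls stands beside numbers as strong as those of hits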
# MRP reversal cytotoxicity – also measured in MRP reversal; calls as there; viability, %; H69AR cells, CellTiter-Glo, 72 h; measured here: cytotoxicity without doxorubicin
# MRP reversal with doxorubicin – also measured in MRP reversal; calls as there; viability, %; measured here: viability with 2 uM doxorubicin; active compounds read low
# NFkB transloc inh cell count 2 µM – also measured in NFkB transloc inh; calls as there; cell count; measured here: cells passing quality filter;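 raw number of nuclei counted in each imaged well without normalization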
# NFkB transloc pot cell count 2 µM – recorded beside NFkB transloc pot, whose call it bears; cell count; measured here: cells passing quality filter
# Starred values were filed as active, the others as inactive; ? = inconclusive; . = not tested or not shown. These rows are one share of the data (hit frequency here may not be typical).
SMILES,MRP reversal,MRP reversal cytotoxicity,MRP reversal with doxorubicin,PLAP inhibitors HTS,NFkB transloc inh,NFkB transloc inh cell count 2 µM,NFkB transloc pot,NFkB transloc pot cell count 2 µM,Bcl-B TR3 displacers
CCOC(=O)c1c(N)nn(C(C)=O)c1-c1ccccc1,14,86,72,-15%,6,143,-6,143,-1%
S=c1[nH]nc(-c2ccncc2)n1Cc1ccco1,-9,87,95,0%,-26,175,26,175,-3%
CC1=CC(C)(C)Nc2ccc(OS(=O)(=O)c3ccc(C)cc3)cc21,.,.,.,-19%,6,168,-6,168,-8%
COc1ccc(CCNS(=O)(=O)c2ccc(S(=O)(=O)N3CCCC3)cc2)cc1OC,-6,83,89,0%,-33,163,33,163,0%
COc1ccc(OC)c(NC(=O)COC(=O)c2ccc(S(=O)(=O)N3CCOCC3)cc2)c1,6,95,89,-7%,.,.,.,.,1%
CSCSC1=C(C#N)C(c2ccc(Cl)cc2)C(C(C)=O)=C(C)N1 (configuration not stated),.,.,.,-15%,-11,136,11,136,79%
CCOC(=O)Cn1c(=O)oc2cc(S(=O)(=O)Nc3cc(Cl)ccc3OC)ccc21,-2,87,89,-2%,4,172,-4,172,4%
COc1ccc(CCNC(=O)CC(NS(=O)(=O)c2ccc(NC(C)=O)cc2)C(C)C)cc1OC (configuration not stated),-1,83,84,-6%,-3,107,3,107,-1%
CCCCN1C(=O)CC(Nc2ccc(CC)cc2)C1=O (configuration not stated),-5,102,107,14%,8,81,-8,81,-6%
CC(C)c1[nH]c(=O)c(C#N)c2c1COC(C)(C)C2,20,101,81,0%,-1,168,1,168,-1%
CCC(C)(C)n1nnnc1CN1CCN(c2nc3ccc(C)cc3cc2C#N)CC1,0,81,81,1%,-8,161,8,161,-14%
CSc1ccc(Cl)c(C(=O)OCC(=O)N2CCOCC2)c1,18,104,86,-18%,-1,84,1,84,-13%
Cc1[nH]c2ccccc2c1C(=O)CN1CCCCC1CCO (configuration not stated),-17,52,69,-33%,-36,94,36,94,-27%
COc1c(C)cc(S(=O)(=O)N2CCCC2)c(C)c1C,9,99,91,2%,-9,46,9,46,-8%
Cn1c(=O)c2c(nc(CN3CCN(c4ccccc4F)CC3)n2CCN2CCOCC2)n(C)c1=O,-14,81,94,.,5,151,-5,151,.
Cc1sc2nc(SCC(=O)c3cccs3)n(Cc3ccco3)c(=O)c2c1C,7,59,51,6%,-22,124,22,124,-6%
COc1ccc(C(C)(C)C)cc1S(=O)(=O)N1CCN(C)CC1,7,77,70,-48%,-8,110,8,110,2%
COCCNC(=O)CN1C(=O)CC(C)(C)S(=O)(=O)c2ccccc21,-1,94,95,4%,11,174,-11,174,-5%
COc1cccc(C(=O)COC(=O)C(C)N2C(=O)C3C4C=CC(C4)C3C2=O)c1 (configuration not stated),1,92,91,-16%,-6,92,6,92,-5%
COc1ccc(-c2cn3c(C)c(C(=O)Nc4cc(NC(C)=O)ccc4OC)sc3n2)cc1,-6,93,99,.,-11,133,11,133,.
CCCCC(=O)NCCc1cc2c(C)ccc(C)c2[nH]c1=O,13,82,69,.,-17,72,17,72,.
C=CCOC(=O)C1=C(C)NC(SCC)=C(C#N)C1c1ccc(Cl)cc1 (configuration not stated),-5,70,75,-11%,-11,156,11,156,13%
COCCN(CC(=O)NCc1ccc(F)cc1)C(=O)CCC(=O)Nc1ccccn1,-8,79,88,-20%,2,101,-2,101,-9%
COc1ccc(Oc2ccccc2/C=C/C(=O)O)cc1,.,.,.,-26%,.,.,.,.,0%
CC1Oc2ccccc2N(Cc2ccccc2F)C1=O (configuration not stated),.,.,.,9%,2,160,-2,160,-7%
O=C(c1ccc2c(=O)n(C3CCCC3)c(=S)[nH]c2c1)N1CCN(C2CCCCC2)CC1,-4,56,60,-40%,8,105,-8,105,-5%
Cc1ccccc1-c1nc(CS(=O)(=O)CC(=O)N2CCc3ccccc3C2)c(C)o1,.,.,.,-37%,-11,64,11,64,-13%
CN(C)CCNC(=O)COc1cccc(Cl)c1,8,96,88,17%,.,.,.,.,24%
COc1ccc(F)cc1S(=O)(=O)N1CCCN(S(=O)(=O)c2cc(F)ccc2OC)CC1,-11,73,84,0%,-12,62,12,62,-6%
CC1Cn2c(nnc2-c2ccccc2O)S1 (configuration not stated),4,94,90,0%,14,173,-14,173,1%
S=C(NCCSCc1c(Cl)cccc1Cl)Nc1ccccc1,.,.,.,25%,-8,135,8,135,-6%
O=C(CCN1C(=O)c2ccccc2C1=O)Nc1ccccc1C(=O)N1CCOCC1,14,102,88,8%,3,76,-3,76,2%
Cc1nc(SC2CC(=O)N(c3ccc([N+](=O)[O-])cc3)C2=O)nc2c1CCCC2 (configuration not stated),.,.,.,-11%,3,149,-3,149,3%
CCCOc1ccccc1C(=O)N(Cc1cccs1)C1CCS(=O)(=O)C1 (configuration not stated),.,.,.,-2%,-8,107,8,107,6%
Cc1ccccc1NS(=O)(=O)c1cc(C(=O)NCCSC2CCCCC2)ccc1C,.,.,.,-27%,12,147,-13,147,-10%
COc1ccc(CN(C(=O)CSc2nnc(-c3ccc(F)cc3)o2)c2ccc(F)cc2)cc1,6,97,91,-11%,.,.,.,.,-5%
Cc1cc(C(=O)Nc2nc3c(C)cccc3s2)c(C)o1,-6,75,82,22%,5,145,-5,145,-5%
CCN(CC)S(=O)(=O)c1cccc(C(=O)OCC(=O)c2ccc3c(c2)NC(=O)CO3)c1,.,.,.,8%,8,150,-8,150,1%
CC12CCC(=O)N1C(C(=O)O)Cc1c2[nH]c2ccccc12 (configuration not stated),-2,101,103,12%,0,128,0,128,-3%
CC(=O)Nc1cccc(NC(=O)CSc2ccc(C(F)(F)F)cc2[N+](=O)[O-])c1,.,.,.,-9%,3,163,-3,163,20%

# Two entries from above in another layout:
# Under each structure – MRP reversal | MRP reversal cytotoxicity | MRP reversal with doxorubicin | PLAP inhibitors HTS | NFkB transloc inh | NFkB transloc inh cell count 2 µM | NFkB transloc pot | NFkB transloc pot cell count 2 µM | Bcl-B TR3 displacers
- CCCCN1C(=O)CC(Nc2ccc(CC)cc2)C1=O (configuration not stated)
    -5 | 102 | 107 | 14% | 8 | 81 | -8 | 81 | -6%
- S=c1[nH]nc(-c2ccncc2)n1Cc1ccco1
    -9 | 87 | 95 | 0% | -26 | 175 | 26 | 175 | -3%

# Later entries
SMILES,MRP reversal,MRP reversal cytotoxicity,MRP reversal with doxorubicin,PLAP inhibitors HTS,NFkB transloc inh,NFkB transloc inh cell count 2 µM,NFkB transloc pot,NFkB transloc pot cell count 2 µM,Bcl-B TR3 displacers
CCOc1ccc(C(=O)CCc2nc3ccccc3s2)cc1,.,.,.,-21%,-6,191,6,191,6%
CC1=C(C(=O)Nc2ccccc2C)C(c2ccccc2)NC(=O)N1 (configuration not stated),-1,95,96,9%,0,171,-1,171,1%
CC(C)Cc1nc2oc3c(Cl)ncnc3c2c2c1CCC2,37,70,33,0%,-2,130,1,130,-8%
COc1ccc(S(=O)(=O)NCCC(C)C)cc1OC,15,95,80,10%,6,172,-6,172,-4%
Cc1sc2nc(C3CC3)nc(SCC(=O)N3CCc4ccccc4C3)c2c1C,.,.,.,-48%,.,.,.,.,-16%
CN(Cc1c(F)cccc1Cl)c1ccc(S(=O)(=O)N2CCOCC2)cn1,6,75,69,12%,-8,114,8,114,3%
O=C(CCn1c(=O)[nH]c2ccccc2c1=O)N1CCN(c2cccc(C(F)(F)F)c2)CC1,0,85,86,-12%,-4,77,4,77,-14%
O=C1CSC(=Nc2ccc(O)cc2)N1c1ccc(O)cc1,.,.,.,-6%,-16,95,16,95,2%
Cc1ccc(S(=O)(=O)N2CCC(C(=O)Nc3nnc(C45CC6CC(CC(C6)C4)C5)s3)CC2)cc1,.,.,.,-5%,-32,141,31,141,-5%
COc1ccc(CNC(=O)COC(=O)c2cc(-c3cccs3)nc3ccccc23)cc1OC,13,96,84,-37%,8,143,-8,143,-12%
O=S(=O)(CCc1ccccc1)N1CCOCC1,-24,69,93,7%,.,.,.,.,0%
COn1c(SCC(N)=O)nc2ccccc2c1=O,-10,94,104,17%,18,168,-17,168,6%
Cc1nn2c(=O)cc(COC(=O)c3ccc(S(=O)(=O)N4CCCCC4)cc3)nc2s1,15,100,85,12%,0,188,0,188,13%
CCOC(=O)N1CCC(=C(C#N)C(=O)Nc2cc(OC)ccc2OC)CC1,15,99,85,-14%,-13,84,13,84,1%
Cc1ccc2nc(NC(=O)COC(=O)c3ccco3)sc2c1,-4,56,61,17%,-9,66,9,66,-4%
CC1CN(C(=O)c2cnn3c(C(F)F)cc(-c4ccccc4)nc23)CC(C)O1 (configuration not stated),2,78,75,-36%,-17,207,17,207,-2%
O=C(Nc1ccc2c(c1)nc1n2CCOC1)C1CCCCC1,-10,84,94,9%,9,88,-9,88,-6%
CCS(=O)(=O)N1CCC(C(=O)N2CCN(c3ccccc3)CC2)CC1,12,95,83,-31%,.,.,.,.,-9%
CCn1c(SCC(=O)c2ccc(O)c(O)c2)nnc1-c1ccccc1OC,-35,36,71,4.4µM*,-70,190,?,.,29%
O=C(Nc1nccs1)C1CCCN1S(=O)(=O)c1ccc(Cl)cc1 (configuration not stated),-5,86,91,22%,-29,92,29,92,-5%
O=c1c2ccccc2nc2n1CC/C2=C\c1ccccc1[N+](=O)[O-],.,.,.,-4%,16,111,-16,111,-13%
CCCCn1c(=O)c(-[n+]2ccccc2)c([O-])c2ccccc21,6,90,84,4%,5,207,-5,207,-6%
CCOC(=O)C1C(=O)C=C(c2ccc(NS(C)(=O)=O)cc2)CC1c1ccco1 (configuration not stated),15,81,66,8%,-12,96,12,96,-10%
O=C1Nc2ccccc2N(O)N1c1cc(-c2ccccc2Cl)no1,4,100,97,-19%,2,155,-4,38,11%
CCn1cc(/C=N\NC(=O)c2ccc3c(c2)c(C)c(C)n3Cc2ccccc2)c(C)n1,.,.,.,.,0,152,0,152,-11%
Cc1ccc(NC2c3ncccc3C(=O)N2Cc2ccc(F)cc2)cc1 (configuration not stated),-2,98,101,-9%,.,.,.,.,16%
CN=C1S/C(=C\c2cn(C(C)=O)nc2-c2ccccc2)C(=O)N1C,.,.,.,.,8,106,-8,106,.
CN(CC(=O)Nn1cnnc1)S(=O)(=O)c1cc(Cl)ccc1Cl,1,103,103,5%,0,125,0,125,-5%
COc1ccc(CNC(=O)c2csc(Cc3ccccc3)n2)cc1,.,.,.,3%,9,117,-9,117,6%
COC(=O)COc1nc(C)c(Br)c(OC)n1,0,84,84,82%,11,82,-11,82,-1%
Cc1cc(OC(=O)c2c(Cl)cccc2Cl)nc(C)n1,.,.,.,-9%,-23,82,23,82,-2%
Cc1cc(NS(=O)(=O)c2ccc(NC(=O)c3cc(-c4cccnc4)nc4ccc(Cl)cc34)cc2)no1,.,.,.,-12%,-11,134,11,134,-4%
COc1cccc(-c2csc(N3CCN(Cc4ccccc4)CC3)n2)c1,13,98,85,-61%,.,.,.,.,-6%
Cn1c(=O)[nH]c(=O)c2c1nc(OC(=O)c1ccccc1)n2CC(O)COc1ccc(F)cc1 (configuration not stated),-10,99,109,-51%,-19,138,19,138,-7%
COc1cc(/C=C2/C(=O)ON=C2C)ccc1OCc1ccccc1F,.,.,.,-10%,9,157,-9,157,-12%
CC(C)c1ccc(N(C(=O)c2csnn2)C(C(=O)NC(C)(C)C)c2ccncc2)cc1 (configuration not stated),.,.,.,-23%,-10,101,10,101,-16%

# Grouped by structure, those above with a tert-butyl group.
SMILES,MRP reversal,MRP reversal cytotoxicity,MRP reversal with doxorubicin,PLAP inhibitors HTS,NFkB transloc inh,NFkB transloc inh cell count 2 µM,NFkB transloc pot,NFkB transloc pot cell count 2 µM,Bcl-B TR3 displacers
COc1ccc(C(C)(C)C)cc1S(=O)(=O)N1CCN(C)CC1,7,77,70,-48%,-8,110,8,110,2%
CC(C)c1ccc(N(C(=O)c2csnn2)C(C(=O)NC(C)(C)C)c2ccncc2)cc1 (configuration not stated),.,.,.,-23%,-10,101,10,101,-16%
